# NR2E3 ag-1 = activates human photoreceptor nuclear receptor NR2E3. hit rate 0.12% among 320,000. inhibition of corepressor binding, % at 4.78 µM. GST-NR2E3/biotin-RetCOR TR-FRET, 1536-well. Q9Y5X4. AID 2300;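 active means percent inhibition above the cutoff of mean plus 3 SD of all tested compounds, set per screening campaign, cut at about 20% in these data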;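 further: 0% = DMSO wells and 100% = biotin wells as full block of FRET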
# Target sequence (Q9Y5X4 whole entry, looked up): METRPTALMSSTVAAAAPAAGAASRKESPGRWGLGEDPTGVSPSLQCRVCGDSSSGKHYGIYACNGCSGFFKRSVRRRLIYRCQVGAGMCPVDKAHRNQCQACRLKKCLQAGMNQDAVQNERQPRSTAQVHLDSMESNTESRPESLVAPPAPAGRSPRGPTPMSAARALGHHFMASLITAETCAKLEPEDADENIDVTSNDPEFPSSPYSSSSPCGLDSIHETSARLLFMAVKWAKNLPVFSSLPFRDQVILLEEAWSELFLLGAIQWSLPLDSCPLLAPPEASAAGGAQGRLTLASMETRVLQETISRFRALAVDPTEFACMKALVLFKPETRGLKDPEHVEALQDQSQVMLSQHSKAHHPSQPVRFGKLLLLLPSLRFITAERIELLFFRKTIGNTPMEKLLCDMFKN
#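 System: GST-tagged NR2E3 plus biotinylated RetCOR corepressor; Amount: 1.35 nM GST-tagged NR2E3 final; Dosing: single nominal compound dose of 4.8 µM; Schedule: 5 h incubation at 4 °C; Technique: TR-FRET with europium anti-GST and streptavidin-D2, 340 nm excitation; Controls: biotin wells as high control, 0.6% DMSO wells as low control.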
# Peg3 prom inh = Peg3 promoter activity inhibition; hit rate 1.7% among 360,000; AID 588405; HeLa PEG-Prom luciferase reporter, luminescence, overnight; inhibition, % at 20 µM;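 active means inhibition of at least 50% at 20 µM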
# HIF-2a inh = blocks HIF-2a reporter activity | 786-0 RCC cells HIF-2a reporter, luciferase luminescence, overnight | inhibition, % at 18.8 µM | hit rate 0.72% among 360,000;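 active means inhibition of the luminescence signal of 40% or more relative to plate controls, in a single-dose primary screen at 18.75 µM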
# NR2E3 ag-2 = activates human NR2E3 receptor; Q9Y5X4; CHO-S Gal4-NCOR/VP16-NR2E3 two-hybrid, luciferase; inhibition of corepressor binding, % at 3.98 µM; hit rate 0.35% among 360,000; AID 602229;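 active means inhibition above the mean of all tested compounds plus 3 SD, cut at about 70% in these data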;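 further: 0% = DMSO with NR2E3 transfected cells and 100% = cells lacking NR2E3 construct; higher means lower luciferase signal from less NR2E3 corepressor binding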
# PDI turbidity = PDI (human) enzyme inhibition; P07237; PDI insulin aggregation turbidity, A650, 90 min; inhibition, % at 10 µM; hit rate 0.052% among 350,000; AID 588391;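 active means mean inhibition across replicates of 30% or more, whatever share of single replicates reach that level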;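 further: absorbance from insulin aggregation driven by PDI reduction with DTT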
# Target sequence (P07237 whole entry, looked up): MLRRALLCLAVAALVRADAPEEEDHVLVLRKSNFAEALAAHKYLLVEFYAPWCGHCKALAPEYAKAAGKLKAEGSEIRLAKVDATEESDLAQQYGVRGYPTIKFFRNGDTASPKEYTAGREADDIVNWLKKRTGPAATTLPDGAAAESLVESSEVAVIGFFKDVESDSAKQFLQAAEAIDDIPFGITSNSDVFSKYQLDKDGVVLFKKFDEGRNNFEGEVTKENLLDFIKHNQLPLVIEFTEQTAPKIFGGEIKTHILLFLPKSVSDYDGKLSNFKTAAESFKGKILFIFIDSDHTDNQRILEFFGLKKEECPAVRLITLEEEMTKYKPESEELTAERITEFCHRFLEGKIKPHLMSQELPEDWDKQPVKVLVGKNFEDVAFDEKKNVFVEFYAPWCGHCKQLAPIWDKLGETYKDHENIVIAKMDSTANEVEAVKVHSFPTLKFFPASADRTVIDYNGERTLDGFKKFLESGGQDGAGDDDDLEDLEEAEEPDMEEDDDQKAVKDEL
# iPSC survival up = enhancers of human iPSC single-cell survival; hiPSC single-cell survival, ATPlite luminescence; 100% = ROCK inhibitor wells, 0% = DMSO; survival enhancement, % at 20 µM; hit rate 0.044% among 360,000; in the data active means survival enhancement above about 18%;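 further: cells exposed to compounds for 16 hours before the ATP read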
# H9c2 protect = modulators protecting cardiomyocytes from myocardial damage | protection from H2O2 cell death, % at 20 µM | H9c2 cardiomyocytes, H2O2 injury protection, ATPLite, 2 h | hit rate 0.63% among 360,000;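 active means compounds giving at least 50% protection of heart cells from peroxide-induced death in the single-dose screen, raw or plate-pattern-corrected value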;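 further: 0% = DMSO wells with peroxide and 100% = DMSO wells without peroxide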
# HTR2A ag = activates the mouse 5-HT2A serotonin receptor. P35363. CHO-K1 mHTR2A beta-arrestin complementation, luminescence; percent of 30 µM serotonin response. activation, % at 7.6 µM. hit rate 0.66% among 360,000;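 active means activation above a run cutoff, the mean activation of all tested compounds plus 3 SD, cut at about 14% in these data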;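 further: 0% = plate median of compound wells and 100% = 30 µM serotonin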
# MITF TRPM1 inh = reduces MITF-dependent TRPM1 promoter luciferase signal | SK-MEL-5 TRPM1 promoter luciferase, 24 h | inhibition, % at 12.5 µM | hit rate 0.83% among 330,000;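 active means mean inhibition across replicates of 60% or more, whatever share of single replicates reaches that level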; further: values of inactives mirror those of a sister screen read the other way
# CaV13 FRET inh = Primary screen for inhibitors of IQ motif and Ca2+-dependent inactivation inhibitor domain binding in CACNA1D, Förster resonance energy transfer in living cells, … | hit rate 0.098% among 340,000 | inhibition, % at 12.3 µM | HEK cells, CFP/YFP FRET ICDI-IQ, plate reader, 10 min; percent FRET-ratio fall versus neutral wells;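 active means mean replicate inhibition of at least 30% and at least 1% of replicates passing that level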;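 further: 0% = median of the neutral control wells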
# Shn3 3UTR inh = inhibitors of Schnurri-3 3'UTR reporter in osteoblasts; Clone20 osteoblast Shn3 3'UTR firefly luciferase, 24 h; hit rate 0.52% among 360,000; inhibition, % at 12.5 µM;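 active means mean inhibition of at least 75% with every replicate also reaching 75%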;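 further: 0% = median of neutral control wells and 100% = pilot-screen positive control compound; some compounds past the cut are filed as inactive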
# * marks the source's active call; other numbers are inactive results; x = not tested or not shown; & = joins results of further samples. This is a random part of the collection; overall some 3.9% were active at least once.
SMILES,NR2E3 ag-1,Peg3 prom inh,HIF-2a inh,NR2E3 ag-2,PDI turbidity,iPSC survival up,H9c2 protect,HTR2A ag,MITF TRPM1 inh,CaV13 FRET inh,Shn3 3UTR inh
Cc1ccc(C(C(=O)NC(C)(C)C)N(CC2CCCO2)C(=O)Cn2nnc(-c3ccc(C)o3)n2)cc1 (stereo not drawn),-4,24,13,5,-5,-2.6,1,11,6,x,0
CNS(=O)(=O)c1ccc(NC(=O)c2ccccn2)cc1,0,-127,-145,-61,-1,2.2,2,-2,-43,-4,-80
Nc1c(C(=O)NCc2ccccc2)nnn1Cc1ccccc1,0,-15,-16,15,2,3.7,-2,-3,-8,-6,-19
O=C(COc1ccc(C(=O)c2ccccc2)cc1)NCC1CCCCC1,5,20,0,-15,7,-1.8,-15,-1,2,-12,23
C[C@@H](c1ccccc1)N1C[C@H](COCc2ccccc2)Oc2cc(N3CC[C@H](O)C3)ccc2S1(=O)=O,x,x,8,-8,x,1.5,x,-9,x,-11,x
COc1ccccc1-c1nnc(NC(=O)C(C)C)s1,-1,-59,-98,-9,6,-0.7,-1,5,-10,-2,-19
CCS(=O)(=O)N1CCN=C1SCc1cccnc1,4,-2,1,-14,20,-0.5,-5,4,-14,0,12
CC(C)C(N)c1csc(Nc2nncc3ccccc23)n1 (stereo not drawn),x,-159,-149,-38,1,0.6,4,0,x,-5,-50
CCOC(=O)[C@@H]1[C@H]2COc3ccc(Br)cc3[C@@H]2N2C(=O)N(c3ccc(Cl)cc3)C(=O)[C@@]12C,x,-1,7,-29,9,-2.4,-8,3,1,-5,20
Cc1c(Cc2ccccc2)c(NCCN(C)C)n2c(nc3ccccc32)c1C#N,3,16,26,25,-3,-0.4,-2,4,-8,-3,4
COc1cc(NC(=S)N2CCCC(CO)C2)c(OC)cc1Cl (stereo not drawn),0,-2,8,-25,3,-1.0,4,0,-5,5,2
CC1CCCC(NC(=O)NC(=O)CCl)C1C (stereo not drawn),-2,51*,7,7,-3,-3.6,-5,0,71*,-3,-1
O=[N+]([O-])c1cc([N+](=O)[O-])c(Oc2cncc(Cl)c2)cc1NN1CCCCC1,-1,21,19,14,-7,7.1,-2,5,-6,-7,-60
CSc1ncc(Cl)c(C(=O)Nc2cccc(Cl)c2)n1,1,13,8,-7,0,-0.6,-7,0,19,-17,7
Cc1oc(C)c(S(=O)(=O)NCc2cccs2)c1C(=O)O,3,7,17,-2,-6,-0.2,0,11,3,-2,8
Cc1cccc(-c2nc(Nc3ccc(O)cc3)c3ccccc3n2)c1,2,-7,-33,-18,22,-0.4,16,-2,-8,-19,-5
CCOC(=O)c1cc(-c2ccc(OC)cc2)nn1-c1ccc(C(=O)O)cc1,2,2,19,-7,-3,0.8,3,3,10,-3,-8
COc1ccc(/C=N/NC(=O)c2ccccc2)cc1OS(=O)(=O)c1ccccc1,-5,22,-11,-28,-1,-2.2,30,-1,-4,-18,-3
COc1ccccc1[C@H]1C(c2ccc(F)cc2)=NN(c2ccccc2)[C@@H]1CO,x,31,7,11,8,-1.0,-5,-1,0,-6,-7
CCOC(=O)C1CCN(C(=O)CN2C(=O)C(C(C)C)Oc3ccccc32)CC1 (stereo not drawn),2,-43,6,-5,-4,-0.2,3,7,-18,-5,12
CCN1C(=O)[C@H]2[C@@H](c3ccc(C)cc3)N3C(=O)N(c4cccc(Br)c4)C(=O)[C@@]3(C)[C@H]2C1=O,x,-14,-34,-20,-18,-0.4,2,4,-21,-9,3
COc1ccc(C(=O)O/N=C(\N)Cc2cccs2)cc1OC,3,-10,-29,-45,6,-0.2,-3,4,-9,-5,-7
Cc1cccc(NC(=O)CNC(=O)COc2ccc(C(=O)c3ccc(F)cc3)cc2)c1C,1,29,15,-8,-10,-1.4,-4,2,14,-1,11
Cc1ccc(C(=O)NCc2ccc3c(c2)CCO3)cc1C,2,-126,-155,-35,-1,-0.6,2,-5,-41,-5,-62
CCOC(=O)c1c(C)n(C)c2ccc(OC)c(NC(=O)c3cccs3)c12,-2,8,19,7,-6,-0.1,2,-1,6,-6,-29
CCOC(=O)c1ccc(NS(=O)(=O)c2cccc3nsnc23)cc1,0,10,13,8,4,-1.1,8,3,-3,x,9
CN(CC(=O)NC(=O)NCc1ccccc1)CC(=O)Nc1ccc(Cl)c(Cl)c1,-2,38,-4,32,6,0.3,-18,-4,6,-2,44
COCc1[nH]nc2c1C1(C(=O)Nc3ccc(F)cc31)C(C#N)=C(N)O2 (stereo not drawn),-2,2,13,-1,1,0.4,4,-4,7,-4,10
COc1ccc(N=C2C(=Nc3ccc(OC)cc3)N(c3ccccc3)C(=S)N2C(=O)c2ccc(Cl)cc2)cc1,0,-218,-168,-124,4,-0.7,-7,1,-50,-6,-14
O=C(NC1CCCc2ccccc21)c1ccccn1 (stereo not drawn),5,13,11,-22,-1,0.1,-2,-1,9,-3,2
CCn1cc(Cl)c(C(=O)Nc2ccccc2C(N)=O)n1,3,-81,-112,19,4,-0.6,8,-2,-22,-3,-24
O=C(CCc1ccccc1)NCCc1ccc(F)cc1,0,-39,-59,-32,-3,0.3,5,-4,-3,-7,-9
O=C(Cn1cnc2ccccc2c1=O)N(Cc1ccco1)c1ccc(O)cc1,6,23,10,7,-2,-0.3,13,-3,4,x,4
Cc1ccccc1-n1ncc2c1CC(C)(C)CC2NC(=O)C1CCC1 (stereo not drawn),-3,0,-28,-19,-5,-0.2,-3,2,-3,-3,-6
C=C1C2=C(C(=O)N1OC)[C@@H](O)[C@@](C)(O)[C@@H](CCCCC)O2,x,3,-6,7,x,-0.5,-2,-1,x,x,-24
CCCCCCCNC(=O)CN1C(=O)CSc2ccc(S(=O)(=O)N3CCOCC3)cc21,1,-11,11,-12,2,1.8,2,-3,-1,-5,3
COc1ccc(N2CCN(CCNC(=O)Nc3cc(Cl)ccc3OC)CC2)cc1,1,23,9,-11,-9,0.4,7,-13,-9,-21,10
CCN(CC(=O)Nc1ccc(N2CCOCC2)cc1)C(=O)Cc1ccccc1,1,12,0,-23,0,-0.1,4,3,3,-5,5
CCCCCCNCc1c(F)cccc1Cl,-2,-10,10,2,-7,-1.4,-7,1,6,-14,-5
COc1ccc(F)cc1-c1cc(C(=O)NCc2ccccc2)[nH]n1,x,-25,-11,-1,-4,4.1,0,0,x,-9,-1
CC(=O)c1c(C)[nH]c(C(=O)COC(=O)CCOc2ccc(C)cc2)c1C,-1,10,21,-46,-1,0.7,-10,-2,6,-4,3
COc1ccc(S(=O)(=O)N/N=C(/C)c2ccncc2)cc1OC,x,7,-1,3,-2,-0.4,0,4,5,x,-11
O=C(c1ccc2c(c1)OCO2)C1CCCN(Cc2cccc(C(F)(F)F)c2)C1 (stereo not drawn),3,7,11,-6,-6,1.0,-10,-12,-15,-11,8
COCC(C)NC(=O)c1ccccc1[N+](=O)[O-] (stereo not drawn),0,18,12,-3,18,1.2,0,3,16,-20,10
NCCc1cnc[nH]1,3&-2,14&-15,-6&6,-16&16,6&-6,1.4&-2.9,5&30,5&-2,-7&-2,-4&-5,0&-19
COc1ccc(NC(=O)CN(C)C(=O)c2ccc3c(c2)CC(c2ccccc2)OC3=O)cc1 (stereo not drawn),x,-3,5,2,-4,2.4,-5,-1,x,-10,-19
O=C(NNC(=S)NCc1ccc(Cl)cc1)c1ccc2c(c1)OCO2,2,1,-19,-33,-3,-1.8,-2,-1,4,3,-3
Cc1cc(C)cc(C(=O)Nc2cccnc2Cl)c1,-5,-4,-21,-28,1,-0.5,0,-1,-1,-5,-61
COc1ccc(-n2cc3c(-c4cccc(Br)c4)nnc(C)c3n2)cc1,-1,20,1,-17,-3,-0.3,33,-1,-9,-4,-10
Cc1ccc(S(=O)(=O)NCC(=O)N(CC(=O)NC2CCCCC2)Cc2ccco2)cc1,3,8,14,-7,15,-2.1,3,1,-4,-5,-5
CS(=O)(=O)Nc1cccc(NC(=O)c2cccc3c(-c4ccc(F)c(F)c4)coc23)c1,x,14,-67,-163,-5,-1.4,6,-1,x,-4,-12
COc1ccccc1NC(=O)CSc1nnc(C)n1Cc1ccccc1,1,1,-2,8,2,0.6,-1,0,3,-9,2

# Grouped by structure: the entries above containing fluorine.
SMILES,NR2E3 ag-1,Peg3 prom inh,HIF-2a inh,NR2E3 ag-2,PDI turbidity,iPSC survival up,H9c2 protect,HTR2A ag,MITF TRPM1 inh,CaV13 FRET inh,Shn3 3UTR inh
COc1ccccc1[C@H]1C(c2ccc(F)cc2)=NN(c2ccccc2)[C@@H]1CO,x,31,7,11,8,-1.0,-5,-1,0,-6,-7
Cc1cccc(NC(=O)CNC(=O)COc2ccc(C(=O)c3ccc(F)cc3)cc2)c1C,1,29,15,-8,-10,-1.4,-4,2,14,-1,11
COCc1[nH]nc2c1C1(C(=O)Nc3ccc(F)cc31)C(C#N)=C(N)O2 (stereo not drawn),-2,2,13,-1,1,0.4,4,-4,7,-4,10
O=C(CCc1ccccc1)NCCc1ccc(F)cc1,0,-39,-59,-32,-3,0.3,5,-4,-3,-7,-9
CCCCCCNCc1c(F)cccc1Cl,-2,-10,10,2,-7,-1.4,-7,1,6,-14,-5
COc1ccc(F)cc1-c1cc(C(=O)NCc2ccccc2)[nH]n1,x,-25,-11,-1,-4,4.1,0,0,x,-9,-1
O=C(c1ccc2c(c1)OCO2)C1CCCN(Cc2cccc(C(F)(F)F)c2)C1 (stereo not drawn),3,7,11,-6,-6,1.0,-10,-12,-15,-11,8
CS(=O)(=O)Nc1cccc(NC(=O)c2cccc3c(-c4ccc(F)c(F)c4)coc23)c1,x,14,-67,-163,-5,-1.4,6,-1,x,-4,-12

# Screening data (PubChem BioAssay)
